# Screening results: PubChem BioAssay, several laboratories
# NR5A2 inv ag: LRH-1 (NR5A2) inverse agonists, primary screen, cell-based, luminescence, HEK293T, StAR-luciferase reporter; LRH-1 transfected, 24 h; inhibition, % at 3.6 µM; actives 0.13% (n = 360,000); Nuclear receptor subfamily 5 group A member 2 (Homo sapiens), O00482;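 active = inhibition above the mean inhibition of all tested compounds plus 3 SD, cut at about 73% in these data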;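 note: 0% = DMSO wells and 100% = reporter-only cells lacking LRH-1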
# Target sequence (O00482 whole entry, looked up): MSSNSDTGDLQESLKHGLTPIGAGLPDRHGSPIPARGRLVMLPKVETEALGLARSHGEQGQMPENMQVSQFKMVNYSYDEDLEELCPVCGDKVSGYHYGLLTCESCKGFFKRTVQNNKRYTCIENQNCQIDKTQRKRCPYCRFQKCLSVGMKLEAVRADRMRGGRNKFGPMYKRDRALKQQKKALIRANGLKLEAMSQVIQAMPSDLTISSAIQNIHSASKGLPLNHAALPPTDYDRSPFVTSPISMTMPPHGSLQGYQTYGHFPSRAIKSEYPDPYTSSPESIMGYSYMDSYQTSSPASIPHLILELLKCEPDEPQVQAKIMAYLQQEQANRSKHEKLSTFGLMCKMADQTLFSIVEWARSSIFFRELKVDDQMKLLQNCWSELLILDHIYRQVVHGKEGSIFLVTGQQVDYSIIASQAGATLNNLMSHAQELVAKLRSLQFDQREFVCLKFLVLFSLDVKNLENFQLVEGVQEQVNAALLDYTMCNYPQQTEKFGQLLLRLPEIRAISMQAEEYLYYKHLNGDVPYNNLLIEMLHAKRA
# TLR9-MyD88 inh: inhibitors of TLR9-MyD88 association in cells, primary screen, cell-based, CHO, BLA complementation, fluorescence; CCF4 FRET ratio; inhibition, % at 4.98 µM; actives 0.21% (n = 340,000); Toll-like receptor 9 (Homo sapiens) + Myeloid differentiation primary response protein …;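 active = inhibition above the mean over all tested compounds plus 3 SD, cut at about 21% in these data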;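 note: 0% = DMSO only wells and 100% = clavulanate BLA inhibitor control wells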
# Exocytosis inh: LAMP-1 surface exposure blockers, TALL-104 cells – cell-based, flow cytometry, MLPCN library, primary screen | TALL-104 LAMP-1 surface exposure; cells stimulated with thapsigargin and PMA | inhibition, % at 10 µM | actives 0.66% (n = 360,000);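 active = inhibition above about 55%, limit read from the data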
# NCOA3 inh: SRC3 coactivator transcriptional activity inhibitors, primary screen, cell-based, luminescence; AID 588352, 2011; inhibition, % at 3.6 µM; actives 0.17% (n = 360,000); HEK293 GAL4-SRC3 luciferase reporter;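 active = inhibition above a per-campaign cutoff, the mean of all compounds plus 3 SD, cut at about 60% in these data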;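 note: 0% = DMSO-treated cells and 100% = gossypol-treated cells at 36 µM; higher means less SRC3-driven luciferase light from the GAL4 reporter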
# NOD2 RIPK2 PPI: NOD2-RIPK2 binding disruptors in cells, primary screen, fluorescence, CHO cells, BLA complementation. Receptor-interacting serine/threonine-protein kinase 2 (Homo sapiens), O43353. CCF4 ratio. actives 0.38% (n = 360,000). inhibition, % at 4.98 µM; in the data active = inhibition above about 21%;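 note: 0% = vehicle only and 100% = reference blocker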
# Target sequence (O43353 whole entry, looked up): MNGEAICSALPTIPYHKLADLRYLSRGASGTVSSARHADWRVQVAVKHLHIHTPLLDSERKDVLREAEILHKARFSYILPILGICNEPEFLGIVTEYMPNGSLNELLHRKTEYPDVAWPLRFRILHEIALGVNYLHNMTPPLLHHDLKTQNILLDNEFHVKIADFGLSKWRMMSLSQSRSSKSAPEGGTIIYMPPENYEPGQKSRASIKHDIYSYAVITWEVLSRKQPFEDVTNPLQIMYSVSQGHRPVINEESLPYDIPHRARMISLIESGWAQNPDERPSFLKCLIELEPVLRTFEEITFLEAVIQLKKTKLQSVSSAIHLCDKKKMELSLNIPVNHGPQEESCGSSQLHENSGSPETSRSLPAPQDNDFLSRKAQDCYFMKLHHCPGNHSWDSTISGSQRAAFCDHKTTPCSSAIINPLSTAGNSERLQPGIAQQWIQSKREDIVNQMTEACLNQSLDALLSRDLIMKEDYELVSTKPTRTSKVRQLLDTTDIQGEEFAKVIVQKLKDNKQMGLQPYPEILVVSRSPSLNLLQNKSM
# TROY signal inh: inhibitors of TROY-driven NF-kB signaling, primary screen, Q293 LMP1-TROYcd cells, NF-kB luciferase, uHTS | Q293 LMP1-TROYcd NF-kB luciferase reporter, 4 h | inhibition, % at 10 µM | actives 0.98% (n = 360,000);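 active = compounds whose plate-normalised and pattern-corrected inhibition of the luciferase reporter signal at the single screening dose is 50% or more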
# TWEAK-Fn14 inh: inhibitors of TWEAK-Fn14 signaling, primary screen, luciferase reporter cells, uHTS; inhibition, % at 10 µM; TWEAK-stimulated Fn14 reporter cells, luciferase luminescence, 8 h; actives 2% (n = 360,000); in the data active = inhibition above about 50%
# NR2F2 inh: NR2F2 transcriptional activity inhibitors, primary screen, cell-based, luciferase reporter, HEK293T, luminescence; inhibition, % at 8.6 µM; HEK293T NGFI-A luciferase reporter; actives 0.7% (n = 370,000);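 active = inhibition above a per-plate cutoff, mean inhibition of test wells between control levels plus 3 SD, cut at about 38% in these data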;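 note: cells cotransfected with COUP-TFII expression vector driving the NGFI-A reporter; 0% = median of COUP-TF2 test wells and 100% = reporter-only cells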
# SRC2 inh: inhibition of GAL4-SRC2 driven luciferase reporter, primary screen, SRC2 inhibitor project, cell-based, luminescence | Nuclear receptor coactivator 2 (Homo sapiens), Q15596 | HEK293 GAL4-SRC2 luciferase reporter | inhibition, % at 9 µM | actives 0.17% (n = 370,000) | AID 651957, 2012;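 active = inhibition above the mean inhibition of all tested compounds plus 3 SD, set per campaign, cut at about 52% in these data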;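 note: 0% = DMSO treated cells and 100% = cells given Gossypol at 36 µM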
# NCOA1 inh: SRC1 coactivator transcriptional activity inhibitors, primary screen, cell-based, luminescence. HEK293 GAL4-SRC1 luciferase reporter. inhibition, % at 3.6 µM. actives 0.12% (n = 360,000). AID 588354, 2011;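 active = inhibition above the campaign mean plus 3 SD, with each screening campaign given its own cutoff, cut at about 60% in these data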;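 note: 0% = DMSO treated cells and 100% = gossypol at 36 µM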
# ABHD5-PLIN5 inh: ABHD5-PLIN5 interaction inhibitors, primary screen, cell lysate, split luciferase complementation, luminescence; AID 602281, 2012; Split G. princeps luciferase complementation, 4 h; inhibition, % at 4 µM; actives 0.78% (n = 360,000); Perilipin-5 (Homo sapiens) + 1-acylglycerol-3-phosphate O-acyltransferase ABHD5 (Homo …;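 active = inhibition above the mean inhibition across every tested compound plus 3 SD, cut at about 22% in these data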;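 note: 0% = DMSO only wells and the 100% control is not disclosed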
# Starred values were filed as active, the others as inactive. A portion of the library; count on the stated rates, not on these rows.
SMILES,NR5A2 inv ag,TLR9-MyD88 inh,Exocytosis inh,NCOA3 inh,NOD2 RIPK2 PPI,TROY signal inh,TWEAK-Fn14 inh,NR2F2 inh,SRC2 inh,NCOA1 inh,ABHD5-PLIN5 inh
CCOC(=O)c1ccc(NC(=O)C(=O)NCCc2ccc(OC)cc2)cc1,-1.9,3.0,-1.3,12.4,-7.8,-12.3,-14.8,2.4,11.5,-33.7,1.4
COc1cccc(CNS(=O)(=O)c2ccc3c(c2)CC(C)N3C(=O)C2CCC2)c1 (stereo not given),1.4,-12.7,13.1,11.0,7.7,25.6,10.1,25.1,4.4,5.8,-10.7
Cc1cc(NC(=O)CSCC(=O)OCc2nnc(-c3ccccc3)o2)no1,-8.7,2.0,10.0,18.5,-7.7,-16.9,7.5,-13.5,-3.6,-18.1,13.4
CCOc1cc(N2CCOCC2)c(OCC)cc1NC(=O)Cc1cn2ccsc2n1,-1.3,-13.9,1.3,8.0,-3.8,-3.0,6.8,8.9,-30.8,-9.9,-1.2
O=C(Nc1cccc(O)c1)c1ccc(C(=O)c2ccccc2)o1,-121.3,0.1,-4.2,-63.0,5.8,-69.7,-43.2,-48.7,-71.8,-71.7,5.1
CCCCn1c(SCC(=O)N2CCCCC2)nc2cc(S(N)(=O)=O)ccc21,-12.8,1.6,5.6,9.9,-2.9,4.4,-10.4,1.6,1.9,-34.3,-3.9
O=C(NCCNC(=O)c1cnccn1)c1ccc(Cl)c(Cl)c1,4.3,-7.1,-9.1,-1.1,-1.0,7.0,-22.1,12.3,-40.8,-25.4,3.9
Cc1ccc(-c2cc(N)on2)cc1,-24.0,4.4,-2.3,-14.1,-13.7,-41.2,-5.3,-25.6,-2.1,-27.3,-1.0
CCOC(=O)C1(C)NC(c2ccco2)C2C(=O)N(c3ccccc3)C(=O)C21 (stereo not given),4.0,-0.3,-16.5,19.5,-5.2,-8.7,-18.5,23.3,-22.4,-0.8,-0.6
Cc1ccccc1N(CC(=O)N1CCOCC1)S(C)(=O)=O,5.0,5.3,-5.4,10.7,-8.1,-8.2,-31.0,-20.5,-2.9,14.6,11.8

# Reprinted at random: four records from the list.
SMILES,NR5A2 inv ag,TLR9-MyD88 inh,Exocytosis inh,NCOA3 inh,NOD2 RIPK2 PPI,TROY signal inh,TWEAK-Fn14 inh,NR2F2 inh,SRC2 inh,NCOA1 inh,ABHD5-PLIN5 inh
CCCCn1c(SCC(=O)N2CCCCC2)nc2cc(S(N)(=O)=O)ccc21,-12.8,1.6,5.6,9.9,-2.9,4.4,-10.4,1.6,1.9,-34.3,-3.9
CCOc1cc(N2CCOCC2)c(OCC)cc1NC(=O)Cc1cn2ccsc2n1,-1.3,-13.9,1.3,8.0,-3.8,-3.0,6.8,8.9,-30.8,-9.9,-1.2
O=C(Nc1cccc(O)c1)c1ccc(C(=O)c2ccccc2)o1,-121.3,0.1,-4.2,-63.0,5.8,-69.7,-43.2,-48.7,-71.8,-71.7,5.1
O=C(NCCNC(=O)c1cnccn1)c1ccc(Cl)c(Cl)c1,4.3,-7.1,-9.1,-1.1,-1.0,7.0,-22.1,12.3,-40.8,-25.4,3.9

# Next structures follow.
SMILES,NR5A2 inv ag,TLR9-MyD88 inh,Exocytosis inh,NCOA3 inh,NOD2 RIPK2 PPI,TROY signal inh,TWEAK-Fn14 inh,NR2F2 inh,SRC2 inh,NCOA1 inh,ABHD5-PLIN5 inh
CCOC(=O)C(O)(CCC(O)(C(=O)OCC)C(=O)OCC)C(=O)OCC,13.9,-4.5,6.4,4.6,-2.0,-6.3,0.4,-11.9,14.2,-19.2,7.9
COc1ccc(N2CCN(Cc3nc4c(c(=O)n(C)c(=O)n4C)n3CCc3ccccc3)CC2)cc1,10.8,6.7,1.2,-8.6,-1.1,4.6,-21.7,-0.2,4.3,-10.0,1.0
Cc1noc(C)c1COC(=O)c1ccc(N(C)C)cc1,-23.3,-16.4,1.2,-5.8,-10.0,-35.1,-17.0,-3.8,-32.5,-15.1,3.2
COc1cccc(N2C(=O)CC(NNC(=O)c3cccs3)C2=O)c1 (stereo not given),-24.7,2.8,0.1,2.1,-7.8,-10.4,-2.1,13.1,99.8*,-4.8,8.5
CCN(CC)S(=O)(=O)c1ccc(Cl)c(NC(=O)COc2ccc(OC)cc2)c1,-3.5,5.7,-2.7,-2.8,8.6,2.4,-14.1,7.1,8.6,-20.0,-5.7
Cc1ccc(/C(O)=C2\C(=O)C(=O)N(CC(C)O)C2c2ccc(N(C)C)cc2)cc1 (stereo not given),2.5,5.1,1.4,3.5,-10.5,-33.3,4.3,8.5,-4.3,-5.2,-6.6
CCOC(=O)c1sc(NC(=O)CCSC)nc1C,1.4,2.0,-7.7,3.1,-4.9,-6.4,7.8,-1.6,-2.7,-19.9,-1.1
Cc1ccc2c(c1)N(CC(=O)N1CCCCCC1)C(=O)c1cccnc1O2,-3.9,5.8,-13.6,19.5,2.2,-12.8,1.2,9.3,-0.7,5.8,-3.9
COc1ccc(CNc2c(C(=O)O)cnc3c2cnn3C)cc1,1.8,4.5,0.2,-13.1,-2.1,0.9,3.2,-0.1,-32.2,14.7,8.0
CC(=O)Nc1ccc(C(=O)OCC(=O)Nc2ccccc2Sc2ccccc2)cc1,-6.2,-5.8,-12.2,6.0,4.9,12.3,1.8,-13.2,6.8,-7.2,-2.5
COc1ccc(NC(=O)CN(C)C(=O)C2CC(=O)N(c3ccc4c(c3)OCCO4)C2)cc1 (stereo not given),14.7,1.8,-2.3,-19.2,-3.3,-3.0,16.7,10.5,1.9,0.7,-4.1
O=C(Nc1nnc(S(=O)(=O)N2CCCCC2)s1)c1ccc(Cl)cc1,-22.1,3.4,-4.9,-13.8,8.2,-12.7,-4.2,-3.4,-13.4,4.3,-12.7
CCc1nn(CC(=O)NCCCN2CCOCC2)c(=O)c2cc3sccc3n12,10.2,-3.9,-6.2,-3.0,-1.4,3.6,4.5,9.2,1.5,5.6,10.5
Cc1nc2c(ccc3nc(NC(=O)C(c4ccccc4)c4ccccc4)sc32)s1,9.7,-5.6,7.0,-11.0,4.2,29.6,75.1*,-16.8,-33.0,-13.5,1.2
Cc1oc2ccc(NS(=O)(=O)c3cccc4cccnc34)cc2c1C(=O)OC(C)C,15.0,-0.5,-0.6,9.8,-4.8,31.1,31.1,-5.9,5.6,0.8,-1.4
Cc1cc(O)ccc1-c1cnc2ccccc2n1,22.9,3.9,-1.9,-8.2,-6.9,-42.7,-8.2,-42.7,-47.5,-4.5,3.6
CCC1Nc2ccccc2-c2nnc(SC)nc2O1 (stereo not given),4.4,3.5,-6.9,-9.5,-0.5,-6.3,2.9,6.5,-4.1,2.8,11.6
CC1=C(C#N)C(c2cccnc2)C2=C(CC(C)(C)CC2=O)N1 (stereo not given),2.3,1.3,0.0,-5.1,8.0,11.0,-8.3,8.3,18.0,-9.6,5.2
Cc1noc2ncnc(Oc3ccc(Cl)cc3Cl)c12,-3.2,10.8,5.3,4.0,-2.2,-2.3,6.5,-11.2,5.9,-12.2,1.5
COc1ccc2nc(NC(=O)CSc3nnc(N)s3)sc2c1,-4.0,-2.8,-3.4,-23.5,10.8,-30.7,-15.1,-6.5,3.1,-4.6,-5.5
CCOc1ccccc1C(=O)Nc1nnc(CC)s1,-37.0,-14.7,0.9,-42.5,2.5,-27.6,-10.8,-24.0,-25.7,-33.1,5.3
COc1cccc2c1C(=O)CC1C2CCC2CC(=O)CCC21C (stereo not given),-14.2,-4.2,-4.8,23.0,5.8,4.0,8.2,-2.1,-5.1,-16.2,-4.1
COc1ccc(C(=O)Nc2ccc(NC(=O)CSc3nnc(-c4ccncc4)n3C)cc2)cc1,-4.5,5.9,-3.1,2.5,-6.6,-30.9,-9.3,-7.8,16.2,-11.3,-4.7
Fc1ccc(-n2nnc(-c3cccnc3)n2)cc1,-89.3,0.8,-0.3,-92.0,7.7,-45.7,-39.3,-32.2,-62.1,-56.2,8.8
Cc1ccc(CN2C3CCCC2CC(NC(=O)c2ccc(C)cc2)C3)cc1 (stereo not given),4.7,4.9,22.9,13.8,-10.1,-0.9,19.5,-4.1,5.4,-13.5,-0.4
Cc1ccccc1Nc1nc(N)nc(CSc2nc3ccccc3c(=O)n2C)n1,5.3,2.1,-1.9,20.4,3.6,44.4,66.3*,-0.8,3.8,7.3,7.0
OC1CCN(C(=S)Nc2ccc(Nc3ccccc3)cc2)CC1,-61.0,0.5,-0.7,-41.7,-0.9,5.1,-20.6,-17.4,-13.2,-81.5,-3.7
Cn1c(CCNC(=O)c2cccs2)nnc1SCC(=O)N1CCN(c2ccccc2)CC1,42.5,0.9,-3.0,9.4,-15.0,7.3,-17.9,7.7,7.4,14.4,0.8
COc1ccccc1CNC(=O)COC(=O)c1cc(C)oc1C,3.3,-0.9,1.2,2.3,-6.9,-1.1,3.5,10.4,-21.4,13.0,8.8
O=[N+]([O-])c1ccccc1/C=N/n1c(-c2ccccc2)n[nH]c1=S,-5.4,-10.4,-4.0,4.0,1.5,-3.1,3.0,-4.4,-5.6,1.8,-1.5
O=C(NCCCN1CCOCC1)c1onc(CSc2ccccc2)c1C(=O)NCCCN1CCOCC1,-11.1,0.2,-8.6,-5.3,-0.8,6.8,-1.9,8.7,-17.2,3.9,-6.5

# Ordered by formula weight (falling): part of the list above
SMILES,NR5A2 inv ag,TLR9-MyD88 inh,Exocytosis inh,NCOA3 inh,NOD2 RIPK2 PPI,TROY signal inh,TWEAK-Fn14 inh,NR2F2 inh,SRC2 inh,NCOA1 inh,ABHD5-PLIN5 inh
Cc1nc2c(ccc3nc(NC(=O)C(c4ccccc4)c4ccccc4)sc32)s1,9.7,-5.6,7.0,-11.0,4.2,29.6,75.1*,-16.8,-33.0,-13.5,1.2
Cc1ccc(/C(O)=C2\C(=O)C(=O)N(CC(C)O)C2c2ccc(N(C)C)cc2)cc1 (stereo not given),2.5,5.1,1.4,3.5,-10.5,-33.3,4.3,8.5,-4.3,-5.2,-6.6
COc1cccc2c1C(=O)CC1C2CCC2CC(=O)CCC21C (stereo not given),-14.2,-4.2,-4.8,23.0,5.8,4.0,8.2,-2.1,-5.1,-16.2,-4.1
